Source: PubChem BioAssay
NALP1 inh = blocks the NALP1 inflammasome reconstituted in yeast. S. cerevisiae NALP1/ASC/caspase-1 growth, X-gal OD620, 72 h. inhibition, % at 10 µM. 0.61% of 280,000 active. AID 2071; in the data active = inhibition mostly above about 24%, no sharp cut-off; inactive = mostly below about 32%; note: some compounds called inactive have numbers as strong as hits
GPR7 antag = antagonists of human GPR7 (neuropeptides B/W receptor 1). P48145. GPR7-expressing cells, fluorescence antagonist assay. inhibition, % at 4.4 µM. 1.1% of 290,000 active. AID 1861; in the data active = inhibition above about 16%, passing the limit was not always enough;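 note: cells stimulated with the agonist NPW; 0% = agonist with vehicle and 100% = vehicle without agonist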
Target sequence (P48145 whole entry, looked up): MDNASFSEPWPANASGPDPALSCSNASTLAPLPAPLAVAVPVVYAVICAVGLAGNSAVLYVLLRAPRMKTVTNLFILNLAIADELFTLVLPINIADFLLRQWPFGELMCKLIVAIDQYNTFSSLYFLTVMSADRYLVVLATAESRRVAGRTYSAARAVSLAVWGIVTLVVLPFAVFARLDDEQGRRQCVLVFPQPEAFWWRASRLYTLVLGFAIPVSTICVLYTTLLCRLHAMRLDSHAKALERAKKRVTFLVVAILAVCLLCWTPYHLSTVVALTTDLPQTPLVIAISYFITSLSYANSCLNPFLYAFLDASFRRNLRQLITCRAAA
IDE cell activ = boosts human insulin-degrading enzyme activity in HEK cells. FAbeta-B cleavage, fluorescence polarization; 0% vehicle, 100% cell-free pure enzyme wells. AID 493087. activation, % at 5.96 µM. P14735. 0.073% of 340,000 active;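 active = activation above the mean of all tested compounds plus 3 SD, set per screening campaign, cut at about 17% in these data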
pCIP destab = p/CIP protein destabilization | 0.01% of 290,000 active | decrease of EGFP signal, % at 10 µM | Q05BA5 | AID 1984 | F442A p/CIP-EGFP cells, EGFP fluorescence, 16 h;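 active = EGFP signal decrease of at least 30% at 10 µM or well 3 SD below plate mean, unless failing retest; inactive = the rest, including hits failing retest or dose response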; note: some compounds called inactive have numbers as strong as hits; many of its hits are not listed in these tables
PfM18AAP inh = blocks P. falciparum M18 aspartyl aminopeptidase. recombinant PfM18AAP, H-Glu-NHMec fluorogenic cleavage. inhibition, % at 7.35 µM. 1.2% of 290,000 active. AID 1822;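 active = inhibition above the campaign mean inhibition over all tested compounds plus 3 SD, cut at about 28% in these data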;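 note: 0% = plate median of test compound wells and 100% = 2 mM ZnCl2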
IDE inh = inhibitors of human insulin-degrading enzyme in cells; 0.41% of 320,000 active; HEK cells, FAbetaB cleavage, fluorescence polarization; inhibition, % at 5.59 µM;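 active = percent inhibition above the average of all tested compounds plus 3 SD, set per screening campaign, cut at about 16% in these data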;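 note: IDE supplied by intact live HEK cells; FP after avidin binding of uncleaved biotin substrate so inhibition keeps polarization high; 0% = DMSO wells and 100% = 60 µM reference IDE inhibitor Ii1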
PHOSPHO1 inh = inhibitors of human PHOSPHO1 phosphatase; Q8TCT1; recombinant PHOSPHO1, absorbance phosphatase assay; inhibition, % at 13.3 µM; 1.1% of 290,000 active; AID 1565; in the data active = inhibition above about 60%
Target sequence (Q8TCT1 whole entry, looked up): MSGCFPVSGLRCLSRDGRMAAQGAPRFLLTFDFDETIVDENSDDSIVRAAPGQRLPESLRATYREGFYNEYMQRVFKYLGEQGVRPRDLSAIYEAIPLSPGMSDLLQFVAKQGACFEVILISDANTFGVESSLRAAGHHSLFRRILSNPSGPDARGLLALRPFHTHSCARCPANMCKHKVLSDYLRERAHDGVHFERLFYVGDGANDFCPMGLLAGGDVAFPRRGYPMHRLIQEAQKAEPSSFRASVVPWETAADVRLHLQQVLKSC
VIM-2 inh = inhibitors of Pseudomonas aeruginosa VIM-2 metallo-beta-lactamase. AID 1527. inhibition, % at 5.6 µM. purified VIM-2, nitrocefin hydrolysis, epi-absorbance fluorescence. 0.89% of 290,000 active;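 active = inhibition above the mean of all tested compounds plus 3 SD, cutoff set per screening run, cut at about 7.5% in these data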;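 note: red hydrolysis product quenches plate fluorescence so inhibitors raise well fluorescence; 0% = enzyme with DMSO and 100% = DMSO without enzyme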
IMP-1 inhibitor = blocks Pseudomonas aeruginosa IMP-1 metallo-beta-lactamase; purified IMP-1, nitrocefin hydrolysis, epi-absorbance fluorescence; inhibition, % at 5.6 µM; 0.45% of 290,000 active;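 active = inhibition above the mean plus 3 SD of all compounds in the same screening run, cut at about 4.5% in these data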;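 note: 0% = IMP-1 with DMSO and 100% = DMSO wells lacking enzyme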
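System – purified recombinant IMP-1 beta-lactamase · Input – IMP-1 dispensed at 0.2 nM · Timing – 15 min preincubation plus 25 min reaction at 25 °C · Signal – Epi-absorbance fluorescence, 480 nm excitation, 530 nm emission · Measure – percent IMP-1 inhibition derived from blank-referenced optical density · Controls – Enzyme-plus-DMSO low control, enzyme-free DMSO high control · Replication – singlicate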
Numbers without * were called inactive; . = not tested or not shown.

NALP1 inh,GPR7 antag,IDE cell activ,pCIP destab,PfM18AAP inh,IDE inh,PHOSPHO1 inh,VIM-2 inh,IMP-1 inhibitor,structure
-9.8,5.9,7.8,13.5,-10.6,2.0,6.1,-0.8,-2.8,C=CCO/N=C(/CCC)C1=C(N)CC(C)(C)CC1=O
.,-6.3,-5.4,-2.1,-1.4,-3.5,46.0,-0.9,-2.5,O=C(/C=C/c1ccccc1Cl)N(Cc1cccs1)C1CCS(=O)(=O)C1 (configuration not stated)
.,-7.0,5.8,-13.0,-12.8,3.9,10.0,-0.2,-2.9,N#C/C(=C/c1ccc(F)cc1)c1nnc(NC(=O)c2ccccc2)s1
8.3,-5.5,7.5,12.3,-1.1,3.2,8.4,-3.1,-3.2,CCCNC(=O)CC(NS(=O)(=O)c1ccc(OC)cc1)c1ccco1 (configuration not stated)
22.8,-9.2,-2.7,-9.8,2.0,0.5,46.5,-0.9,14.9*,NC(=O)c1ccc(Cl)c2ccccc12
2.5,-7.5,4.4,4.1,6.9,2.3,19.1,-2.7,-3.3,CCOC(=O)C1=NN(c2ccccc2)C2(S1)SC(C(C)=O)=C(C)N2c1ccccc1 (configuration not stated)
18.5,-16.3,0.7,-3.5,3.7,2.5,-10.9,-3.3,-2.8,Cc1ccc(C)c(-c2cc(C(=O)Nc3cccc(C(=O)O)c3)c3ccccc3n2)c1
-2.2,-9.9,0.3,-8.1,-6.3,0.6,28.0,0.0,-1.8,CC1Oc2ccccc2N(CC(=O)NCCN2CCOCC2)C1=O (configuration not stated)
19.5,-1.6,0.3,-11.8,2.3,2.5,6.8,-1.5,-2.1,Cc1nn(-c2c(Cl)cc(Cl)cc2Cl)c(=O)c2ccccc12
-12.1,-12.7,-1.4,3.2,64.2*,2.0,28.7,-1.6,-2.5,CC(=O)Nc1ccc(-n2cc(-c3ccccc3)[nH]c2=S)cc1
30.0,-19.2,-42.0,-8.5,2.9,53.0*,6.7,-2.0,-1.3,Cc1ccc(-c2c(C(=O)N/N=C/c3cccc(Cl)c3)nnn2-c2nonc2N)cc1
5.2,7.8,-1.0,-5.3,-12.4,0.3,6.0,-2.4,-2.7,CCOC(=O)c1c(NC(=O)/C=C/c2ccc3c(c2)OCO3)sc(C)c1CC
0.1,3.9,-3.4,-1.3,0.0,.,7.2,-4.7,-2.1,Cc1ccc(C)c(N(CC(=O)NC2CCCC2)C(=O)CCCC(=O)Nc2ccccn2)c1
.,-3.1,0.1,-12.2,-16.1,-2.0,22.6,0.6,0.3,COc1cccc(C2=NOC(C(=O)Nc3cc(C)on3)C2)c1 (configuration not stated)
16.5,-1.8,4.4,-20.3,-12.8,2.0,-24.5,-4.7,0.9,CC1CC(=O)c2cnc(Nc3ccccc3)nc2C1 (configuration not stated)
17.1,-1.1,-2.9,-7.9,-18.2,2.9,3.2,-2.9,-3.4,O=C(Cc1sc(-c2ccccc2)nc1-c1ccccc1)Nc1ccccc1
-5.5,-12.9,3.1,3.9,-7.8,2.2,15.6,-1.4,-2.9,COc1ccc(Br)cc1CN(C)C(=O)c1cnc(C)cn1
-12.0,7.6,6.4,0.0,1.5,4.7,1.2,-2.9,-3.8,Cc1c(Br)c([N+](=O)[O-])nn1CC(=O)N1CCN(Cc2ccccc2)CC1
1.1,-18.7,0.5,0.8,2.8,.,51.4,-3.1,-4.3,O=C1CCC(C(=O)N2CCC(O)(c3ccccc3)CC2)CN1CCc1ccccc1 (configuration not stated)
26.2,-2.5,2.5,-5.6,-13.7,-5.4,-3.8,-3.5,-1.0,N#CC1=C(N)N(c2ccccc2)C(=O)C1
11.0,-12.7,5.0,2.2,-2.2,0.9,-66.7,-1.0,-2.0,O=c1[nH]cnc(O)c1C(c1ccc(F)cc1)c1c(O)nc[nH]c1=O
8.4,14.4,5.4,-7.6,7.0,-0.1,5.8,-2.5,-1.5,Cc1occc1-c1nnc(SCC(=O)Nc2ccc(F)cc2)n1Cc1ccccc1
-12.1,.,19.4*,12.1,.,-7.2,8.5,.,.,C=CCn1c(O)c(C2=c3ccccc3=NC2=O)sc1=Nc1ccc(O)cc1
-2.7,2.8,.,-7.7,-10.3,6.6,6.4,-2.0,-1.6,O=C(NCc1ccccc1Cl)C1CCN(C(=O)c2ccco2)CC1
23.1,-1.6,2.8,-7.6,4.6,4.6,11.1,2.3,-1.6,Cc1[nH]c2ccccc2c1C(=O)COC(=O)C1CCC1
5.8,0.9,6.7,-14.7,5.0,3.2,26.3,-2.7,-3.8,COc1ccc(CSc2nnc(N)s2)cc1F
-18.6,-6.3,4.9,-7.4,-5.5,0.2,3.2,-1.2,-0.3,Cc1nn(Cc2ccccc2)c(N)c1-c1ccccc1
4.7,-19.5,1.6,1.5,2.8,4.7,50.6,-1.7,-4.4,COc1ccc(C(=O)NC2CC3CCCC(C2)N3Cc2ccccc2)cc1 (configuration not stated)
2.6,0.1,4.0,3.8,4.2,-0.6,36.6,-6.3,-1.4,CCCCNC(=O)c1cc2nc3c(c(C(F)(F)F)n2n1)CCc1ccccc1-3
-7.8,6.3,2.4,14.5,1.9,-0.3,11.1,-1.7,-1.5,O=C(c1csc2ccccc12)N1CCN(c2ccccn2)CC1
5.0,0.9,7.0,-10.2,-7.9,-1.1,40.8,-3.3,-4.4,COc1ccc(CCNC(=O)CN(c2cc([N+](=O)[O-])ccc2OC)S(C)(=O)=O)cc1
1.5,-5.4,-2.3,-3.4,12.6,5.1,44.5,-3.9,-4.7,COc1ccc(C(=O)C2CCCN(C(=O)c3cccc(N(C)C)c3)C2)cc1OC (configuration not stated)

One compound at a time, from the list above. Screens in order: NALP1 inh	GPR7 antag	IDE cell activ	pCIP destab	PfM18AAP inh	IDE inh	PHOSPHO1 inh	VIM-2 inh	IMP-1 inhibitor
Record of `COc1ccc(C(=O)C2CCCN(C(=O)c3cccc(N(C)C)c3)C2)cc1OC` (configuration not stated) → 1.5	-5.4	-2.3	-3.4	12.6	5.1	44.5	-3.9	-4.7
Record of `O=C(c1csc2ccccc12)N1CCN(c2ccccn2)CC1` → -7.8	6.3	2.4	14.5	1.9	-0.3	11.1	-1.7	-1.5

Later entries
NALP1 inh,GPR7 antag,IDE cell activ,pCIP destab,PfM18AAP inh,IDE inh,PHOSPHO1 inh,VIM-2 inh,IMP-1 inhibitor,structure
-10.9,-3.3,4.9,-0.8,-11.3,0.5,20.6,0.2,0.4,O=C(NCN1C(=O)C2C3C=CC(C3)C2C1=O)Nc1nccs1 (configuration not stated)
19.5,-4.2,.,-14.1,-1.1,1.2,76.4*,-0.5,-1.9,CCOC(=O)C1=C(C)NC(SCC(=O)Nc2nc(C)cs2)=C(C#N)C1c1cccs1 (configuration not stated)
14.7,-4.4,5.2,3.2,-10.8,1.2,18.8,-1.1,-1.5,Cn1nnc(NC(=O)C(c2ccccc2)c2ccccc2)n1
6.6,-10.9,-4.5,-2.4,2.2,6.7,19.5,-3.3,-4.7,COc1cc(/C=N/NC(=O)c2cc(-c3ccccc3)nc3ccccc23)ccc1O
-14.7,-32.3,3.8,0.6,-7.7,1.8,-8.3,-2.0,-1.1,COc1cccc(-c2nc(N3CCCCC3C)c3ccccc3n2)c1O (configuration not stated)
41.4*,-14.1,1.9,-5.8,-3.5,-2.7,32.7,-2.1,-2.3,CC(C)(C)NC(=O)NCc1ccco1
8.5,-3.2,5.2,-12.7,4.2,0.1,4.6,-2.5,-2.5,CC(C)CC(NC(=O)C1CCC(C)CC1)C(=O)NCc1cccnc1 (configuration not stated)
9.8,-11.4,-1.6,-1.5,-6.2,-2.0,30.4,-1.9,-0.5,CC(C)(C)Nc1nc(OCC#N)nc(N2CCCCC2)n1
24.1,-16.2,-0.3,-9.9,-0.5,-3.8,27.0,-0.6,-2.7,O=C(Nc1ncc2c(n1)CC(c1cccc(Cl)c1)CC2=O)c1ccco1 (configuration not stated)
5.4,-10.7,3.4,-5.5,6.4,5.5,33.1,0.0,-3.4,Cc1ccc(/C=N/n2c(-c3ccncc3)n[nH]c2=S)s1
8.7,13.5,2.7,-13.7,22.1,2.4,0.5,-3.3,-1.1,CCOc1ccc2[nH]c(=O)c(CN(Cc3ccco3)C(CC)c3nnnn3Cc3ccccc3)cc2c1 (configuration not stated)
-7.3,-29.2,-2.2,-0.6,-11.9,-4.7,22.6,12.3*,-2.5,O=C(c1ccc(Br)o1)N1N=C(c2ccc(Cl)cc2)CC1c1ccco1 (configuration not stated)
1.6,.,3.3,-10.1,.,3.6,26.5,.,.,COCCNC(=O)c1onc(CSc2cc(C)cc(C)c2)c1C(=O)NCCOC
-7.0,-5.0,2.6,0.1,-10.7,-6.3,36.2,-0.8,-1.9,O=C(O)C#Cc1cccc2ccccc12
2.8,-4.7,-2.4,-0.6,-0.1,-2.7,-6.8,-0.1,-2.6,Cn1c(=O)n(C)c2cc([N+](=O)[O-])c(N3CCN(C(=O)c4ccccc4Cl)CC3)cc21
37.1*,-2.7,2.8,-6.3,-17.8,7.1,-11.4,-2.3,-2.5,CC(C)(C)C(=O)COC(=O)c1ccccc1O
29.4,6.6,1.8,-4.9,-4.1,-0.2,-3.3,1.0,-4.9,O=C(COC(=O)c1ccc(Cl)c(S(=O)(=O)N2CCc3ccccc3C2)c1)Nc1ncc(Cl)cc1Cl
-1.4,0.0,-1.5,-12.3,1.8,1.5,-22.7,-0.8,-1.9,CC(=O)Nc1ccc(NC(=O)C(C)n2c3ccccc3c3nc(=O)cc(C)n32)cc1 (configuration not stated)
-4.8,3.7,-8.6,-3.8,-6.3,1.8,19.7,-2.3,-2.8,COc1ccc(CN2C(=O)CNC2=S)cc1
-2.4,-3.0,.,-2.8,-3.5,-4.4,20.3,-4.0,-2.9,Cc1ccc(Cc2cc(C)n[nH]c2=O)cc1
-1.3,4.7,-0.3,-5.3,-1.4,3.8,39.3,-2.1,-1.6,Cc1cccc(-c2nsc(SCC(=O)NCc3ccco3)n2)c1
1.2,-5.1,3.4,-1.7,-2.9,2.8,48.1,-6.9,-1.0,Cn1nc(C(F)(F)F)c(/C=N/OC(=O)c2ccccc2)c1Cl
11.2,-6.1,3.9,-0.5,-2.5,-0.8,41.5,3.4,-2.7,COc1cccc2[nH]c3c(=O)n(CCCN4CCOCC4)cnc3c12
11.9,29.8*,.,6.9,15.0,-1.0,20.5,-1.4,0.7,COc1ccc(Nc2cc(C(=O)NCc3cccnc3)c3ccccc3n2)c(OC)c1
60.0,2.3,.,11.7,11.5,2.7,23.1,0.5,0.1,C/C(=N/N=C1\SCC(=O)N1c1ccccc1)c1ccc(C)cc1
10.2,-5.7,3.3,-6.6,5.8,-6.1,-18.0,-2.1,-0.6,CCc1c(C)c2ccc(OCC(=O)NCC3CCC(C(=O)O)CC3)cc2oc1=O (configuration not stated)
18.4,-10.1,1.1,-9.7,-12.3,-2.7,27.6,1.1,-2.5,Cc1c(C)n(CCN(C)C)c2ccc(C(=O)OCCN(C)C)cc12
4.7,-9.9,2.1,-12.8,-6.7,4.7,1.9,-2.1,-3.9,CC(C)[C@H](NC(=O)C1CC(=O)N(c2ccc3c(c2)OCCO3)C1)C(=O)NC1CCCC1 (some centres not stated)
9.3,-5.2,0.0,8.4,-1.5,-1.1,-1.7,0.6,-0.7,CN(Cc1cccs1)C(=O)CCc1c[nH]c2ccccc12
